Screens: PubChem BioAssay, several laboratories
GSK3B inh – human GSK3beta kinase inhibition | GST-GSK3beta kinase, ADP-Glo luminescence, 60 min; active compounds read low | activity score (negative = inhibition), % at 10 µM | 300,000 compounds, 0.038% hits | AID 2097;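 active means more than half of replicate wells score below -50%, meaning over 50% inhibition versus plate controls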;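 further: 0% = median DMSO wells and -100% = median GW8510 positive control wells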
Target sequence (P49841 whole entry, looked up): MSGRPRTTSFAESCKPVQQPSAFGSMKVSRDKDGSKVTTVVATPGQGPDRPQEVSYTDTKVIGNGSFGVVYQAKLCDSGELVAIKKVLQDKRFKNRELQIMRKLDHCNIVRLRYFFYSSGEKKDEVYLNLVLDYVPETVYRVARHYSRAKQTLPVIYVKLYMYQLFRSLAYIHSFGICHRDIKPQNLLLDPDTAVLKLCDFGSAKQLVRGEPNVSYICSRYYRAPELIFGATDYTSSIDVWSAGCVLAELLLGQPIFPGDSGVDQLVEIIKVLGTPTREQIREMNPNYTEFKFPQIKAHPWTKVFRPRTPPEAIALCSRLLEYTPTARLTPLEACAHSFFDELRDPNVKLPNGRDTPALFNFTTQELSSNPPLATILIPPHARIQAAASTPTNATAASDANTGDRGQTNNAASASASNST
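test system = GST-tagged human GSK3beta kinase, cell-free | reagent = 25 µM ATP with peptide substrate | dosing = one dose of 10 µM per compound | schedule = 60 min reaction, RT | detection = luminescent ADP-Glo measurement of ADP formed | control set = DMSO neutral wells and GW8510 at 20 µM as positive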
Dyrk1A ADPGlo – blocks rat Dyrk1A kinase activity; Q63470; ADP-Glo luminescence, NFATc1 peptide; inhibition, % at 12.5 µM; 310,000 compounds, 0.43% hits; in the data active means inhibition above about 50%;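 further: plate controls were vehicle with enzyme for no effect and no enzyme for full effect; many of its hits are not listed in these tables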
HSF-1 act – increases HSF-1 driven luciferase reporter signal. NIH3T3-HGL HSF-1 luciferase reporter, MG132, 8 h; 100% = twice DMSO control signal. activation, % at 9 µM. 300,000 compounds, 1.7% hits. AID 504408;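 active means mean replicate activation of at least 50% with a set share of replicates each reaching 50%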;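 further: 0% = median of the neutral control wells and 100% = twice that signal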
HSF1 inhib – HSF1 inhibition. activity change, negative = inhibition, % at 7.5 µM (by protocol). NIH3T3-HGL HSE-luciferase, MG132-induced, luminescence 8 h; active compounds read low. 300,000 compounds, 0.77% hits;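 active means more than half of replicate wells show activity change below -50%, luminescence cut by over half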;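 further: luciferase reports HSF-1 transcriptional activity via heat shock element; 0% = median of DMSO wells and -100% = zero luminescence signal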
Platelet DG rel – platelet dense granule release activity. human platelet-rich plasma, SFLLRN dense granule ATP release, luminescence. inhibition, %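 (compounds screened at 7.5 µM in platelet-rich plasma)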. AID 1663. 300,000 compounds, 0.22% hits;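 active means mean replicate score, as percent of positive control, at or above 50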
GSK3A inh – inhibitors of human GSK-3 alpha kinase. P49840. ADP-Glo luminescence, 60 min. inhibition, % at 10 µM. 320,000 compounds, 0.1% hits;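 in the data active means inhibition above about 50%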;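 further: GST-tagged GSK-3 alpha with peptide substrate and 25 µM ATP; 0% = DMSO neutral wells and 100% = GW8510 positive control wells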
Target sequence (P49840 whole entry, looked up): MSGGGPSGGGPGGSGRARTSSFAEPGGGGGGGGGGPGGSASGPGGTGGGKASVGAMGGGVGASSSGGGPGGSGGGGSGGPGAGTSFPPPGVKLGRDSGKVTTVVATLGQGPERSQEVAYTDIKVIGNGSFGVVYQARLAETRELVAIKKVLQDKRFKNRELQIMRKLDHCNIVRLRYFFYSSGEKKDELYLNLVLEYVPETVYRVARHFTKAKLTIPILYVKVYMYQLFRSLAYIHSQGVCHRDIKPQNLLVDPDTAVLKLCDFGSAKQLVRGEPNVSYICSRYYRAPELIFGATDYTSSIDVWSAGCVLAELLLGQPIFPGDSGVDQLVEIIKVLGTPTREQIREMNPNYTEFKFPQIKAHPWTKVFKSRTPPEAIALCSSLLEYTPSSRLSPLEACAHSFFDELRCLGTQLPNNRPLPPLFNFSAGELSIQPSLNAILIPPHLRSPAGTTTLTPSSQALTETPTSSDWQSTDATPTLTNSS
IEC-6 tox – kills IEC-6 intestinal cells in KLF5 counter-screen; IEC-6 cytotoxicity, luminescence viability; inhibition, % at 5 µM; 290,000 compounds, 0.78% hits; AID 1825; in the data active means inhibition above about 22%;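 further: 0% = plate median of test compound wells and 100% = cytotoxic reference compound wells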
KLF5 inh – suppresses KLF5 promoter-driven expression | 290,000 compounds, 0.23% hits | DLD-1 KLF5 promoter-luciferase reporter, luminescence | AID 1700 | inhibition, % at 5 µM;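 active means inhibition above a per-plate limit of that plate's mean compound inhibition plus 3 SD, cut at about 60% in these data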;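 further: 0% = DMSO wells and 100% = LY294002 at 200 µM; higher means less KLF5 promoter-driven luciferase light; inactives centre near -14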
aSyn UTR inh – 5' untranslated region of α-synuclein, MLPCN primary screen. alpha-synuclein 5'UTR reporter, inhibitor activity. inhibition, % (tested at 7.5 µM). 300,000 compounds, 0.82% hits. AID 1813; in the data active means inhibition above about 60%;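 further: H4 neuroglioblastoma cells stably carrying SNCA 5'UTR luciferase fusion; 0% = DMSO wells and 100% = positive control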
HSP90 refold inh – inhibitors of HSP90 luciferase refolding in rabbit reticulocyte lysate. inhibition, % at 5.6 µM. luciferase refolding luminescence, 3 h. 290,000 compounds, 0.91% hits;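 active means inhibition above the screen-wide mean plus 3 SD, computed separately per campaign, cut at about 16% in these data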;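 further: 0% = DMSO wells and 100% = 60 µM geldanamycin wells; inhibitors lower the luminescence because luciferase stays unfolded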
An asterisk follows results filed as active; x = not tested or not shown. An excerpt; the hit share may differ from the screen's.

SMILES	GSK3B inh	Dyrk1A ADPGlo	HSF-1 act	HSF1 inhib	Platelet DG rel	GSK3A inh	IEC-6 tox	KLF5 inh	aSyn UTR inh	HSP90 refold inh
CC(NC(=O)Nc1ccc(Cl)c(Cl)c1)C(c1ccccc1)N1CCOCC1 (centres undefined)	2	0	13	7	0	0	5	21	0	-2
N=c1c(C(=O)NC2CCCCC2)cc2c(=O)n3ccccc3nc2n1CCc1ccccc1	3	-1	-16	-8	-11	4	1	-18	-40	3
Cn1c(=O)n(CCc2ccccc2)c2ccccc21	2	0	-3	0	3	0	8	-9	-10	-3
O=C(CN1C(=O)S/C(=C\c2cc(Cl)c(O)c(Cl)c2)C1=O)Nc1ccccc1	1	-6	9	10	2	1	1	-22	6	-1
Cc1onc(-c2c(F)cccc2Cl)c1C(=O)OCn1nnc2ccccc2c1=O	x	-1	x	x	x	1	6	-37	x	1
CCOCCCNC(=S)Nc1ccc(S(N)(=O)=O)cc1	-2	-8	-7	-5	-15	0	4	-9	9	2
CC(=O)c1sc(N/N=C2\CC3CCC2(C)C3(C)C)nc1C (centres undefined)	2	-2	8	0	4	2	-14	-14	4	-4
Cc1ccccc1C1CC(c2ccccc2)Nc2ncnn21 (centres undefined)	3	11	-12	-5	2	x	0	-10	11	-2
CC1CCc2nc(NC(=O)CN3CCOCC3)sc2C1 (centres undefined)	-18	2	-38	-18	-4	-2	-4	-41	-92	-3
O=C(CCCCN1CCCCC1)c1ccc2c(c1)Cc1ccccc1-2	-2	x	4	4	-5	3	-3	-17	-65	-4
CCn1c(C)c(P(c2ccccc2)c2ccccc2)[n+]2ccccc12	-12	-3	33	3	0	-1	-1	-5	17	-3
COc1cccc(CNC(=O)CCCC(=O)Nc2cccc([N+](=O)[O-])c2)c1	0	-3	-1	-1	7	1	0	-18	14	2
COc1ccc(-c2cn(Cc3ccc([N+](=O)[O-])cc3)nn2)cc1	0	0	16	7	2	0	2	-43	-23	3
N=c1c2c(-c3ccccc3)c(-c3ccccc3)n(Cc3ccccc3)c2ncn1CCCn1ccnc1	-2	4	-6	2	-27	0	8	38	33	6
Cc1ccc(-c2ccc3nnc(SCC(=O)NCC4CCCO4)n3n2)cc1 (centres undefined)	-3	0	-4	-5	4	x	4	3	32	-2
Cc1ccc(S(=O)(=O)NC(=S)NC2CCCCC2)cc1	2	7	1	0	10	-1	1	5	-8	-1
Cn1cc(CN2CCN(CCc3ccccc3)C(CCO)C2)cn1 (centres undefined)	-3	5	-10	-3	9	0	-10	-17	1	-4
CCOc1ccc(-c2nc(S(=O)(=O)c3ccccc3)c(N3CCC(C(N)=O)CC3)o2)cc1	0	-1	7	-2	-13	-1	8	-8	15	-4
CCNC(=O)NC(=O)C(C)Oc1ccc(Br)cc1Br (centres undefined)	4	3	32	32	5	2	-1	-39	-78	-1
CCCCc1ccc(C(=O)NC(C(=O)O)C(C)C)cc1 (centres undefined)	0	-8	8	-5	-8	0	8	8	50	-5
O=C(O)C1CCN(c2c([N+](=O)[O-])cc(C(F)(F)F)cc2[N+](=O)[O-])CC1	1	-7	3	-8	1	-5	8	15	4	1
Cc1ccccc1C(=O)N1CCC(C(=O)NC2CCCCCC2)CC1	-3	-1	3	3	1	4	-1	-5	2	20*
COc1ccc(NC(=O)C2CCN(S(=O)(=O)c3ccc4c(c3)CC(C)N4C(C)=O)CC2)c(OC)c1 (centres undefined)	3	1	-5	-7	7	-2	5	-29	18	3
Cc1ccccc1N(CC(=O)NC1CCCCC1)C(=O)CCC(=O)Nc1nccs1	2	0	-3	-6	0	4	0	-12	5	-2
O=C(NC1CCCC1)c1ccc(COCC(F)(F)C(F)F)o1	-4	-1	-6	-3	4	-1	-5	-3	16	-2
C=CCNC(=O)COC(=O)c1ccc(C)c(NC(=O)c2ccco2)c1	-2	-7	9	-1	9	-6	1	-38	-8	-4
COc1ccc(NC(=O)CSc2nnc(CN3CCOCC3)n2C)cc1Cl	-2	-11	-14	-9	1	0	-1	-18	7	2
COC(=O)C1CC(O)CN1C(=O)Nc1ccccc1 (centres undefined)	-2	2	-3	-2	-6	-2	-4	-2	-19	0
CC(C)CCNC(=O)C1CCN(Cc2cccc(OCc3ccccc3)c2)CC1	x	-2	-13	-4	21	0	-4	-53	-11	-1
CC(C)CCN1NC2(CCC(C)CC2)NC1=S (centres undefined)	0	14	-4	-4	-2	-1	1	12	10	3
COc1ccc(/C=N/Nc2ncc(C(F)(F)F)cc2Cl)c(OC)c1OC	-2	0	27	4	-49	-1	5	-9	-2	3
O=C(CSc1ncnc2c1nnn2Cc1ccc(F)cc1)NC1CCCCC1	0	x	32	2	11	-2	-6	-14	0	1
CCOc1ccccc1NC(=O)C(=O)N/N=C/c1ccc([N+](=O)[O-])cc1	4	x	10	3	2	-1	4	-14	-16	-3
COc1ccc(S(=O)(=O)N(C)c2ccc(OCC(=O)Nc3cc(C)on3)cc2)cc1	0	5	-2	-2	3	1	2	-19	0	-2
Cn1c(=O)c2c(nc(N3CCCCCC3)n2CC(O)COc2ccc(Cl)cc2)n(C)c1=O (centres undefined)	0	-12	-4	-4	5	-3	-5	-8	33	-2
COC(=O)c1ccc(NC(=O)Cn2nc(-c3ccncc3)nc2SCC(=O)Nc2nccs2)cc1	1	2	-32	-16	-13	1	2	-60	42	2
Cc1ccc(C)c(C(=O)COC(=O)CN2C(=O)C3C4CCC(C4)C3C2=O)c1 (centres undefined)	1	5	-21	-9	3	-1	7	-3	-13	0
CCn1c(=O)cc(O)c2ccccc21	-2	7	5	1	5	-3	5	-9	-9	-5
CC(=O)c1cccc(NC(=O)C2CC(=O)N(CCc3ccccc3)C2)c1 (centres undefined)	1	-3	-68	-59*	0	1	-1	-40	12	-6
O=C(c1cc(-c2cccs2)nc2ccccc12)N1CCN(c2ccccc2O)CC1	4	-1	1	-1	3	1	5	-15	-4	1
COc1c2c(cc3oc(=O)ccc13)OC(C)(C)C=C2	-2	40	21	15	0	3	x	x	-54	x
CSc1sc(C)cc1C1C(C#N)=C(N)N(c2cccnc2)C2=C1C(=O)CC(C)(C)C2 (centres undefined)	-2	-1	1	1	8	6	-1	-7	-2	-2
CCOC(=O)N1CCC(=NNc2nc(C)cc(=O)[nH]2)CC1	-2	-4	-3	1	6	-2	4	-18	-3	-1
CCC(=O)Nc1ccc(S(=O)(=O)Nc2c(C)nc3nc[nH]n3c2=O)cc1	0	2	10	-13	-5	-1	2	-10	-2	-3
COc1ccc(C(=O)OC(COc2ccccc2)Cn2ccnc2)cc1 (centres undefined)	0	-3	14	10	-3	0	5	-35	8	-4
O=C(Oc1ccc(N(C(=O)c2ccncc2)S(=O)(=O)c2ccc(F)cc2)cc1)c1ccncc1	-1	-1	-5	-7	9	2	-2	-34	10	-2
COc1ccc(/C=C2\SC(=S)N(CCCC(=O)Nc3cccc(C(=O)O)c3)C2=O)cc1OC	4	-4	-8	-9	0	-4	-1	-12	26	-1
COc1ccc2c(c1)c1ncn(CC3CCCO3)c(=O)c1n2C (centres undefined)	0	49	x	x	x	0	9	-32	x	-1
CCCOc1ccc(Cn2c(C)nc([N+](=O)[O-])c2SCC(O)COC)cc1[N+](=O)[O-] (centres undefined)	1	x	21	9	x	-5	-2	-13	17	-1
C=CCNS(=O)(=O)c1ccc(OCC(=O)OCC)cc1	2	-3	2	3	-7	-1	4	-33	-24	-2
Cc1ccc(-c2noc(CCC(=O)N3CCCC3)n2)cc1	5	-5	x	x	x	-1	-6	-23	x	-2
O=C(CSc1nnc(-c2ccccc2)o1)OCc1ccccc1	8	19	-17	-4	-2	0	3	-7	-2	-1
Cc1ccc(S(=O)(=O)/N=S(\C)C(C)C)cc1 (centres undefined)	-4	-3	x	x	-8	x	0	-32	5	2
Cc1csc2c(N3CCCCC3)ncnc12	3	-7	13	7	-9	0	-3	-41	-53	3
Cc1ccc(C)c(NC(=O)c2ncn[nH]2)c1	2	-3	-4	0	0	-1	-7	-5	17	0
Cc1noc(C)c1CSCC(=O)NC1=NCCS1	2	0	-8	-2	-1	1	0	-32	23	0
O=C(c1ccccc1F)N1CCN(c2ccc([N+](=O)[O-])c(N3CCOCC3)c2)CC1	2	3	-8	-4	-1	0	10	-5	10	6
CN(C)S(=O)(=O)N1CCC(C(=O)O)(c2ccccc2)CC1	0	-4	-14	-4	2	-2	-4	-15	9	-1
O=C(COc1ccc2c(c1)oc(=O)c1ccccc12)N[C@@H](Cc1c[nH]c2ccccc12)C(=O)O	-1	35	2	-1	5	5	0	-8	0	-7
O=C(CSc1ncccc1-c1nc2ccccc2[nH]1)Nc1ccc2c(c1)OCCO2	0	-10	-32	-32	-49	x	4	-15	-71	-2
Later entries.
SMILES	GSK3B inh	Dyrk1A ADPGlo	HSF-1 act	HSF1 inhib	Platelet DG rel	GSK3A inh	IEC-6 tox	KLF5 inh	aSyn UTR inh	HSP90 refold inh
Cc1c(N=Nc2c(-c3ccc([N+](=O)[O-])cc3)[nH]n(C(N)=S)c2=O)cccc1[N+](=O)[O-]	x	6	x	x	x	x	1	-26	x	3
c1ccc(-c2cnnc3ccccc23)cc1	1	1	7	-2	-4	0	x	x	19	x
CN1CCN(C(=O)c2cc3cc(Cl)ccc3[nH]2)CC1	0	x	-2	-3	0	1	-2	-60	-10	7
NC(=O)c1ccc(N2CCCCC2)c(N2C(=O)C3CC=CCC3C2=O)c1 (centres undefined)	0	-1	-8	5	-1	x	3	-10	4	-3
CCOC(=O)CC(NC(=O)c1cccs1)c1ccc(C)cc1 (centres undefined)	-1	2	-18	1	9	3	7	-5	11	3
COc1ccccc1Nc1ncnc2c1oc1ccccc12	-1	8	20	6	0	-1	0	-61	-147	0
CC(C)(C)NC(=O)NC(=O)CN1CCN(S(=O)(=O)c2ccc3c(c2)OCCO3)CC1	1	x	20	-5	3	-4	5	-7	9	4
COCc1cc(C)nc(SCc2nc3ccccc3c(=O)[nH]2)c1C#N	-2	-7	18	24	7	-2	4	-31	6	1
CCOc1cc(/C=N/NC(=O)CCCC(=O)NC2CCCCC2)ccc1O	1	-5	-2	-6	10	-1	-2	-4	-3	-3
O=C1C2CC=CCC2C(=O)N1c1ccc(NCCc2ccc(Cl)cc2)c([N+](=O)[O-])c1 (centres undefined)	4	-1	48	27	0	-1	7	-13	8	-5
C/C(CC(=O)Nc1ccc(N(C)C)cc1)=N\NC(=O)c1ccccc1F	-1	-2	1	8	-4	-2	2	-121	-40	-5
